P. falciparum M17LAP = P. falciparum M17LAP inhibitors, primary screen, biochemical, fluorogenic H-Leu-NHMec substrate, 1536-well (AID 1619). one-dose inhibition, % at 30 µM; IC50 in µM for titrated hits. actives 0.38% (n = 220,000). recombinant M17LAP, H-Leu-NHMec fluorogenic kinetic assay; higher % means a stronger effect;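 active means compound inhibiting the enzyme by more than half at any dose during confirmatory dose-response retesting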;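 further: plate controls were full reaction with DMSO carrier for no effect and no enzyme background for full effect; strong numbers were not always called active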
bCat nuc transl = modulators of beta-catenin nuclear translocation | actives 0.3% (n = 190,000) | nuclear translocation activity, % at 5 µM | HeLa beta-catenin nuclear translocation, immunofluorescence imaging;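 active means nuclear translocation activity above 50% at 5 µM, with a well cell count of 50 or more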;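 further: per-cell ratio of nuclear to cytoplasmic median beta-catenin stain intensity; plate controls were DMSO negative control for no effect and GSK-3 inhibitor IX positive control for full effect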
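Assay system: human HeLa cells, native beta-catenin; doses: 5 µM primary, 0.02–20 µM confirmation; incubation: compound treatment 24 h, 37°C, 5% CO2; technique: fluorescence imaging of beta-catenin antibody stain plus DAPI; measure: % activation, nuclear-to-cytoplasmic median beta-catenin signal ratio per cell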
MT stabilizer = microtubule stabilization, imaging screen; % tubulin-high responders, % at 10 µM; HeLa tubulin immunostaining HCS, 24 h; share of cells brighter than vehicle mean+2SD; actives 0.83% (n = 200,000);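 active means plate Z-score above 3 for both tubulin-high and condensed-nucleus cell shares, with cell loss under 80%, at 10 µM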;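 further: anti alpha tubulin signal scored within the nucleus-defined area of each cell; some results filed as inactive read as strong as hits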
Autophagy HCS = autophagy modulation, high-content screen | actives 0.98% (n = 190,000) | MEF GFP-LC3 puncta imaging; test concentration mostly 10 µM | calls only at 10 µM (by protocol);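 active means percentage of spot-positive cells more than 3 SD above its plate mean, without a fluorescence outlier flag or 80% toxicity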;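 further: spot-positive cell cutoff set from DMSO-treated cells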
Yfh1-depleted yeast = enhancers of respiration in Yfh1-depleted yeast, dose response, Friedreich's ataxia, plus single-dose screen (AID 1465). S. cerevisiae Yfh1-off respiration, WST-1 reduction, 72 h; higher fold induction means a stronger effect. fold induction at 50 µM, or EC50 in µM where a hit was titrated. actives 0.074% (n = 220,000);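 active means fold induction of absorbance versus untreated yeast above a set limit, then at least 30% activation at any dose in follow-up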;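 further: activators that raise dye reduction in frataxin-depleted yeast; strong numbers were not always called active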
NOD2 inhibition = NOD2 signaling inhibitors, cell-based, luminescence, uHTS, HEK293 (AID 1566). HEK293 NOD2/NF-kB luciferase reporter, luminescence; higher % means a stronger effect. inhibition, % at 4 µM; hits with a dose series show EC50 in µM. actives 0.63% (n = 290,000); in the data active means inhibition above about 50%; further: many of its hits are not listed in these tables
Dynein transport = blocks dynein driven cargo transport along microtubules; 3617.4 mouse cells, GR-EGFP nuclear translocation imaging; test concentration mostly 20 µM; stimulated with dexamethasone, 1 µM; hits give low values; z-score, hits read low; actives 0.47% (n = 220,000);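 active means plate z-score of nuclear minus cytoplasmic receptor signal below a set negative limit, without overly bright fluorescence or cell loss, cut at about -3.5 in these data, passing the limit was not always enough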;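 further: z-score of nuclear minus cytoplasmic ring GR-EGFP intensity difference per well; some compounds called inactive have numbers as strong as hits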
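Buffer or medium: tet-free medium with charcoal-stripped serum / Also added: dexamethasone agonist, 1.0 µM final, for 30 min / Timing: induction 48 h, compound 1 h, agonist 30 min / Measured by: high-content fluorescence imaging after fixation / Read-out: nuclear-to-cytoplasmic GR-EGFP distribution per well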
NOD1 NF-kB reporter = NOD1 signaling inhibitors, primary screen, cell-based, luminescence, uHTS (AID 1578); NOD1-driven NF-kB luciferase reporter cells, luminescence; higher % means a stronger effect; actives 1% (n = 290,000); inhibition, % at 4 µM, or EC50 in µM where a hit was titrated; in the data active means inhibition mostly above about 36%, no sharp cut-off; inactive means mostly below about 34%;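 further: HEK-293T reporter cells stimulated with the NOD1 agonist gamma-tri-DAP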
Insulin prom up = MIN6 insulin promoter up-regulation; MIN6 insulin promoter-GFP reporter, high-content imaging; hits give high values; z-score at 5 µM; actives 0.3% (n = 190,000); AID 1625;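 active means z-score above 3 at 5 µM with at least 500 cells counted in the well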
Dynein transport cytoplasmic EGFP = also measured in Dynein transport; calls as there; z-score; measured here: cytoplasmic GR-EGFP intensity; hits give high values
Dynein transport nuclear GR-EGFP = second read-out of Dynein transport, no call of its own (marks repeat the call); z-score; measured here: nuclear GR-EGFP intensity;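 lower value marks the stronger effect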
Dynein transport cell count = further read-out of Dynein transport, marked with its call; z-score; measured here: cell count per field
Insulin prom up cell count = also measured in Insulin prom up; calls as there; cell count; measured here: cytotoxicity, nuclei count;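 total cells summed across four imaged fields per well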
bCat nuc transl cell count 5 µM = also measured in bCat nuc transl; calls as there; cell count; measured here: cell count, cytotoxicity flag
MT stabilizer Hoechst-high % = second read-out of MT stabilizer, no call of its own (marks repeat the call); % Hoechst-high responders; measured here: nuclear condensation Hoechst responders;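 share of cells brighter than vehicle mean plus two SD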
MT stabilizer cytotoxicity % = second read-out of MT stabilizer, no call of its own (marks repeat the call); toxicity, %; measured here: cytotoxicity by cell density;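 0% = mean cell density of plate MIN control wells and 100% = no cells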
Autophagy HCS cell loss 18 h = recorded beside Autophagy HCS, whose call it bears; toxicity, %; measured here: cell loss, nuclei count;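 cell loss after 18 h compound exposure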
The depositor's hits bear a star; i = inactive; · = no result given.

SMILES	P. falciparum M17LAP	bCat nuc transl	bCat nuc transl cell count 5 µM	MT stabilizer	MT stabilizer Hoechst-high %	MT stabilizer cytotoxicity %	Autophagy HCS	Autophagy HCS cell loss 18 h	Yfh1-depleted yeast	NOD2 inhibition	Dynein transport	Dynein transport cytoplasmic EGFP	Dynein transport nuclear GR-EGFP	Dynein transport cell count	NOD1 NF-kB reporter	Insulin prom up	Insulin prom up cell count
Cc1ccc(C)c(NC(=O)CN(C)C(=O)/C=C/c2ccco2)c1	19%	-0.6	1105	3.0	3.2	9.2	i	-7	i	-10%	0.35	-0.11	0.34	-0.86	-23%	0.18	1246
CS(=O)(=O)N(CC(=O)N1CCCCC1)c1cccc(F)c1	-12%	0.0	1525	3.6	2.8	8.1	i	1	i	-9%	-0.47	-0.3	-0.08	0.24	-24%	1.5	1584
NC(=O)CN1CCN(c2cccc(Cl)c2)CC1	-12%	1.2	1055	1.9	1.5	3.1	i	-8	i	2%	-1.3	-0.083	-0.82	0.12	-47%	0.39	1159
CC(C)CNC(=O)c1cccc(NC(=O)COc2cccc([N+](=O)[O-])c2)c1	0%	2.5	958	5.4	1.8	2.5	i	-20	i	0%	-1.2	-0.28	-0.45	0.47	37%	0.08	1519
COc1ccc(N(CC(=O)Nc2ccc3c(c2)OCO3)S(=O)(=O)c2ccccc2)cc1	7%	-0.5	1508	2.1	1.7	4.3	i	4	i	-3%	0.081	-0.44	-0.57	1.9	8%	0.2	1488
Cc1ccccc1OCCCCn1c(CO)nc2ccccc21	5%	-0.2	1100	2.8	1.5	12	i	3	·	1%	0.45	-0.17	0.26	-0.55	15%	-1.3	1173
Cc1cc([N+](=O)[O-])nn1CCCC(=O)Nc1cc(Oc2ccccc2)cc([N+](=O)[O-])c1	-6%	-0.6	1076	4.3	3.3	12	i	-7	i	-17%	-0.38	-0.31	0.4	0.57	-19%	0.87	1373
COc1cc(C(O)P(=O)(OCC(C)C)c2ccc(N(C)C)cc2)cc(OC)c1OC (stereo not given)	14%	2.4	1259	·	·	·	·	·	i	10%	-0.11	-0.24	0.32	1.1	-1%	·	·
Cc1ccc(/C=C2\SC(=S)N(CCCC(=O)Nc3ccccn3)C2=O)cc1	1%	-1.1	1401	2.3	1.2	11	i	-26	i	26%	0.15	-0.2	0.45	0.58	-15%	-1.4	1467
COc1ccc(OCC(=O)Nc2ccc(Cl)cc2)cc1	5%	-2.1	1019	3.7	1.2	3.3	i	-6	i	-15%	0.52	-0.37	0.51	0.26	-26%	-0.07	1354
Cc1cccc(-n2c(SCc3cc(=O)n4c(C)cccc4n3)nc3[nH]ncc3c2=O)c1	-1%	-1.4	1207	1.8	1.2	13	i	0	·	12%	1.7	-0.034	0.74	-0.51	-6%	-0.76	905
Cc1ccccc1Cn1c(=O)sc2ccccc2c1=O	5%	2.9	1082	2.7	2.2	7.2	i	-7	i	-3%	1.1	-0.36	-0.1	-1.2	15%	0.34	1170
CCCOC(=O)c1c(NC(=O)/C=C/c2cnn(C)c2C)sc(C(=O)OCC)c1C	-12%	·	·	3.7	1.5	8.4	i	-48	i	40%	2	-0.19	-0.015	-2.3	18%	·	·
Cc1cc([N+](=O)[O-])cc2ncccc12	-2%	-2.2	1155	3.2	1.5	6.8	i	0	·	9%	-0.21	-0.25	-0.12	0.23	-6%	·	·
CC(=O)Nc1nnc(SCc2ccc(F)cc2)s1	10%	-0.5	1356	2.6	1.4	2.1	i	-3	i	-15%	-0.45	-0.26	-1.1	0.49	-26%	-0.7	1542
OC1(c2cccc(C(F)(F)F)c2)CCN(Cc2nnnn2Cc2ccccc2)CC1	0%	0.4	1504	1.8	2.4	6.8	i	-2	i	11%	-1.2	-0.35	-0.65	0.66	-22%	-0.03	1480
N#CCCN(C1CCCCC1)S(=O)(=O)c1cccc2nsnc12	12%	1.0	452	4.1	2.4	8.6	i	9	i	24%	2.8	0.11	3.6	-2.1	-14%	-0.25	1184
Cc1ccccc1-n1c(=O)n(Cc2ccccc2)c(=O)c2[nH]cnc21	0%	0.3	1266	·	·	·	·	·	i	23%	0.23	-0.3	0.061	0.14	1%	-0.2	1033
CCN(C(=O)CSc1nnc(NCc2ccccc2)s1)C1CCS(=O)(=O)C1 (stereo not given)	18%	1.3	555	1.7	1.7	3.9	i	-1	i	-2%	-0.23	-0.27	-0.075	0.22	-13%	·	·
O=c1[nH]c(SCc2ccccc2Cl)nc2c1CCCC2	-12%	-0.8	1068	3.5	1.5	4.3	i	-1	i	21%	-0.038	-0.24	0.3	0.032	-4%	0.94	1138
COc1ccc(-c2nn(-c3ccccc3C)cc2CNCc2cccnc2)cc1F	14%	2.3	995	2.3	1.1	0.7	i	0	i	-17%	1.7	-0.33	0.55	0.24	-20%	0.25	1449
COc1ccc2cc(OC)c(C(=O)N3CCOCC3)cc2c1	-69%	-0.2	1557	2.0	1.7	4.1	i	3	i	4%	-0.6	-0.23	-0.16	0.71	-44%	-0.05	1404
CCN(CC)CCNC(=O)c1ccc(NC(=O)/C=C/c2cc(OC)c(OC)c(OC)c2)cc1	10%	1.4	1005	4.2	1.1	8.3	i	1	i	17%	-0.38	-0.41	-0.37	1.1	-22%	-0.08	1222
O=C(NC(C(=O)O)c1ccccc1)c1ccc(S(=O)(=O)N2CCOCC2)cc1 (stereo not given)	9%	·	·	3.4	1.6	4.3	i	2	i	24%	-0.83	-0.19	-0.9	0.91	·	0.31	1306
O=C(Cn1c(COc2ccccc2)nc2ccccc21)Nc1cc(Cl)c(Cl)cc1Cl	-4%	-0.6	1541	4.2	1.7	5.1	i	18	i	-32%	-0.47	-0.27	-0.071	0.17	-28%	0.26	1556
CCc1c(C)nc2c(OC)cccc2c1SCCC(=O)O	3%	-3.9	1081	6.2	2.9	10	i	-1	i	7%	-0.76	-0.19	-0.34	-0.07	6%	0.83	1511
CCC1S/C(=N/N=C/c2ccco2)N(Cc2ccc(F)cc2)C1=O (stereo not given)	5%	0.2	1300	·	·	·	·	·	i	9%	1.1	-0.019	1	-1.6	-12%	-0.92	1050
O=C(COc1cc(Cl)c(Cl)cc1Cl)Nc1ccncc1	-5%	0.2	1063	1.7	3.8	8.8	i	7	i	4%	-0.32	-0.28	0.1	0.57	-7%	0.54	1008
COc1cccc(OC)c1C(=O)N1CCN(Cc2ccc3c(c2)OCO3)CC1	5%	-9.5	985	4.7	2.3	9.0	i	-1	i	14%	-0.36	-0.13	0.16	0.46	-38%	-0.76	1391
CCO[C@H]1OC(C(=O)N2CCCCCCC2)=C[C@@H](C)[C@@H]1CCCO	-7%	-1.1	1163	3.6	1.9	6.8	i	-2	·	-5%	3.1	-0.14	2.5	-2.2	40%*	-0.49	1317

Four consecutive compounds from above, for reference:
SMILES	P. falciparum M17LAP	bCat nuc transl	bCat nuc transl cell count 5 µM	MT stabilizer	MT stabilizer Hoechst-high %	MT stabilizer cytotoxicity %	Autophagy HCS	Autophagy HCS cell loss 18 h	Yfh1-depleted yeast	NOD2 inhibition	Dynein transport	Dynein transport cytoplasmic EGFP	Dynein transport nuclear GR-EGFP	Dynein transport cell count	NOD1 NF-kB reporter	Insulin prom up	Insulin prom up cell count
Cc1ccc(C)c(NC(=O)CN(C)C(=O)/C=C/c2ccco2)c1	19%	-0.6	1105	3.0	3.2	9.2	i	-7	i	-10%	0.35	-0.11	0.34	-0.86	-23%	0.18	1246
CS(=O)(=O)N(CC(=O)N1CCCCC1)c1cccc(F)c1	-12%	0.0	1525	3.6	2.8	8.1	i	1	i	-9%	-0.47	-0.3	-0.08	0.24	-24%	1.5	1584
NC(=O)CN1CCN(c2cccc(Cl)c2)CC1	-12%	1.2	1055	1.9	1.5	3.1	i	-8	i	2%	-1.3	-0.083	-0.82	0.12	-47%	0.39	1159
CC(C)CNC(=O)c1cccc(NC(=O)COc2cccc([N+](=O)[O-])c2)c1	0%	2.5	958	5.4	1.8	2.5	i	-20	i	0%	-1.2	-0.28	-0.45	0.47	37%	0.08	1519

Carrying on:
SMILES	P. falciparum M17LAP	bCat nuc transl	bCat nuc transl cell count 5 µM	MT stabilizer	MT stabilizer Hoechst-high %	MT stabilizer cytotoxicity %	Autophagy HCS	Autophagy HCS cell loss 18 h	Yfh1-depleted yeast	NOD2 inhibition	Dynein transport	Dynein transport cytoplasmic EGFP	Dynein transport nuclear GR-EGFP	Dynein transport cell count	NOD1 NF-kB reporter	Insulin prom up	Insulin prom up cell count
COCCn1c(SCc2nc(N)nc(Nc3ccccc3C)n2)nc2ccccc2c1=O	5%	-2.5	1250	2.2	0.8	4.5	i	30	i	17%	0.52	-0.17	1.2	-1	27%	-1.1	1566
CCSc1ccc(-c2ccc(C)cc2)nn1	-3%	2.6	1145	2.4	1.2	1.5	i	-25	i	-91%	-0.3	-0.29	-0.19	0.48	-15%	0.52	1315
O=C1CCCCCC1C1(O)C(=O)Nc2ccccc21 (stereo not given)	2%	-0.1	1156	3.3	1.5	6.2	i	1	i	2%	1.1	-0.27	-0.39	0.47	·	-0.47	1176
COc1ccc(-n2c(Cn3c(=O)sc4ccccc43)nnc2SCC(=O)N2CCOCC2)cc1	-7%	·	·	1.5	2.5	4.7	i	11	i	8%	-0.28	-0.24	-0.16	0.085	-10%	-0.52	769
Fc1cccc(Nc2nc(-c3ccncc3)nc3ccccc23)c1	0%	0.1	907	1.9	4.3	6.0	i	-17	i	0%	0.18	-0.061	0.33	0.062	52%	-1	875
COc1ccccc1NC(=O)CN1CCSc2ccccc21	-6%	-0.6	1188	1.1	1.2	3.4	i	3	i	-3%	-0.56	0.067	-0.1	0.47	-28%	-0.89	1292

A portion of the library. The share of hits here may be higher or lower than overall.
